BoNT-A LC inh2: BoNT/A light chain protease inhibitors, primary screen, biochemical, flow cytometry, MLPCN library. Botulinum neurotoxin type A light chain protease (Clostridium botulinum A str. ATCC 3502). multiplex microsphere protease substrate cleavage. inhibition, % at 10 µM. 360,000 compounds, 0.17% hits. AID 588499, 2011; further: plate controls were buffer without enzyme for full effect and enzyme alone for no effect
PrPC TRFRET: inhibitors of human cell surface prion protein PrPC, primary screen, cell-based, TR-FRET. TR-FRET read-out. inhibition, % at 13.8 µM. 370,000 compounds, 0.43% hits; in the data active means inhibition above about 24%; further: 0% = median of the test wells and 100% = reference compound wells
Yp Topo-I inh: Yersinia pestis topoisomerase I inhibitors, primary screen, biochemical, cleavage product accumulation, plate reader, single point | Y. pestis Topo-I cleavage product accumulation | activity, % at 10 µM | 360,000 compounds, 0.064% hits; in the data active means activity above about 50%, passing the limit was not always enough; inconclusive means no clear call, values can overlap the other calls; further: inactives centre near 2
SARS 3CLpro inh: SARS-CoV 3CLpro protease inhibitors, primary screen, biochemical, quenched FRET; inhibition, % at 6 µM; recombinant SARS-CoV 3CLpro, quenched FRET peptide cleavage; Replicase polyprotein 1ab (Severe acute respiratory syndrome coronavirus), P0C6X7; 290,000 compounds, 0.14% hits; in the data active means inhibition above about 12%
Anthrax LF prot: Bacillus anthracis LF protease inhibitors, primary screen, biochemical, multiplex microsphere, MLPCN library; multiplex microsphere protease cleavage assay; inhibition, % at 10 µM; 360,000 compounds, 0.12% hits; AID 588501, 2011; further: plate controls were buffer without enzyme for full effect and enzyme alone for no effect
Target sequence (P15917 whole entry, looked up): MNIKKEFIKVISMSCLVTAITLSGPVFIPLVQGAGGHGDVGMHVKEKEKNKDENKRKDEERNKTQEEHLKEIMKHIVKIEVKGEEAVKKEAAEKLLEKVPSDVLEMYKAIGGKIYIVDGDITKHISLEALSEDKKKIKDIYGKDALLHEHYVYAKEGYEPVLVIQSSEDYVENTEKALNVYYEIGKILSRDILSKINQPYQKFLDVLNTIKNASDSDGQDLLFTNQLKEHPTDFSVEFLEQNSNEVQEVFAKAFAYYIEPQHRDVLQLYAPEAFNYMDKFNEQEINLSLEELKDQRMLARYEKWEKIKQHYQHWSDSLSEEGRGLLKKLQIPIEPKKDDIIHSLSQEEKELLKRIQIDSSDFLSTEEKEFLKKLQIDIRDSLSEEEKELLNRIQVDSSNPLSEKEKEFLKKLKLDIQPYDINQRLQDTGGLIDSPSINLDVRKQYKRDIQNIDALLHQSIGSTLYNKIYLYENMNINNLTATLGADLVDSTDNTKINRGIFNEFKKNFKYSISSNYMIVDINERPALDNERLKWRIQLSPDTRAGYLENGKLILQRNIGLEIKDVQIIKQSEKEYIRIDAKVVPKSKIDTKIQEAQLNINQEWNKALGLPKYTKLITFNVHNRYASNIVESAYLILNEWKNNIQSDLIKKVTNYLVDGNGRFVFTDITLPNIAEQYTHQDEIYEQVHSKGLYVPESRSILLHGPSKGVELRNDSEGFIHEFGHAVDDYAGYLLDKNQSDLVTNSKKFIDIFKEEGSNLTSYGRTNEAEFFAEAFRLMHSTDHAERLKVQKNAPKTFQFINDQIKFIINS
PfHsp40 rescue: rescue of yeast from PfHsp40 toxicity, primary screen, S. cerevisiae, ATP luminescence. S. cerevisiae expressing PfHsp40, growth rescue. growth rescue, % at 12.5 µM. 340,000 compounds, 0.68% hits. AID 504582, 2011; in the data active means growth rescue above about 28%, passing the limit was not always enough; inconclusive means no clear call, values can overlap the other calls;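 further: yeast W303a lacking pdr1 and pdr3 grown in galactose medium; growth measured after three days at 30 °C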
Vc quorum ag: inducers of Vibrio cholerae quorum light production without autoinducers, primary screen, BH1578 luxS cqsA deficient, single point; V. cholerae BH1578 lux reporter, luminescence, 6 h; activation, % at 18.7 µM; 350,000 compounds, 0.16% hits; AID 588436, 2011; in the data active means activation mostly above about 9.7%, no sharp cut-off; inconclusive means no clear call, values can overlap the other calls; inactive means mostly below about 3.7%; further: not every result past the cut was called active; inactives centre near 0; reference of the scale not given here
PriA SSB inh: inhibitors of Klebsiella pneumoniae PriA binding to SSB C-terminal tail, primary screen, biochemical, AlphaScreen. PriA–SSB C-terminal tail interaction (Klebsiella pneumoniae). AlphaScreen SSBct-PriA binding, biotinylated peptide. inhibition, % at 33 µM. 430,000 compounds, 0.6% hits. AID 1272365, 2023; in the data active means inhibition mostly above about 37%, no sharp cut-off; inactive means mostly below about 20%;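 further: plate controls were negative control peptide for no effect and reference peptide for full effect; strong numbers were not always called active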
TcdB GH inh: TcdB glycohydrolase inhibitors, primary screen, biochemical, single point, plate reader; 350,000 compounds, 0.24% hits; AID 652162, 2013; TcdB glycohydrolase enzymatic assay; Toxin B (Clostridioides difficile), P18177; inhibition, % at 9.99 µM; in the data active means inhibition above about 10%
Starred values were filed as active, the others as inactive; i = inactive; ? = inconclusive; · = not tested or not shown; & = joins results of further samples. Unless noted, no stated cut-off is given here; in the data, active means inhibition above about 30%; inconclusive means no clear call, values can overlap the other calls; inactive means below that.

SMILES,BoNT-A LC inh2,PrPC TRFRET,Yp Topo-I inh,SARS 3CLpro inh,Anthrax LF prot,PfHsp40 rescue,Vc quorum ag,PriA SSB inh,TcdB GH inh
O=[N+]([O-])c1ccc(F)cc1Oc1nc(-c2cccnc2)nc2ccccc12,0.1,-3,10,2,1,-0.5,i,-5,0.2
CCc1ccc(CNCCNC(=O)c2ccco2)cc1,0.3,5,20,·,8,1.1,-2.4,10,-2.5
CCOC(=O)CNC(=O)CSc1nnc(-c2ccco2)n1N,0.7,4,-1,5,0,1.4,-0.4,3,·
COCc1cccc(-c2csc(C(C)(NC(C)=O)c3ccc(OC)cc3)n2)c1 (stereo unspecified),-0.1,1,11,·,-6,·,-0.6,·,0.0
Cc1cc(NC(=O)CN2C(=O)NC3(CCC(C)CC3)C2=O)no1 (stereo unspecified),0.2,0,1,1,0,-0.5,i,-10,·
O=C(Nc1cccc(Cl)c1)Nc1cccc(Cl)c1,0.0,6,3,-2,4,-1.0,2.0,-5,·
O=C(CN1C(=O)c2ccccc2C1=O)Nc1ccc(Cl)cn1,-2.1,11,4,-10,-3,-0.6,-0.5,-10,-1.6
COc1ccc(Cc2nnc(SCC(=O)c3c(N)n(C4CC4)c(=O)[nH]c3=O)o2)cc1,4.1,8,1,·,-3,1.2,-5.7,2,0.7
O=C1CCCCN1CC(=O)N1CCCC(N2CCN(c3ccccc3F)CC2)C1 (stereo unspecified),-0.4,3,2,2,-1,-0.4,-0.3,-24,1.4
O=C(NCc1cccnc1)c1cc(Sc2ccccc2Cl)nc2ccccc12,0.1,-15,14,3,-5,-0.4,-0.3,0,·
O=C(NCc1ccccn1)c1cc2cc(Br)ccc2oc1=O,-6.0,·,-7,5,-2,-1.1,2.5,6&-20,0.5
O=C(Nc1ccccc1F)c1ccc(S(=O)(=O)N2CCCCCC2)cc1,3.0,6,12,·,-1,5.1,i,-8,0.2
Cc1ccc2c(c1)N(C(=O)CCC(=O)NCc1cccc(Cl)c1)CC(C)O2 (stereo unspecified),-0.2,2,19,0,-4,1.5,-0.2,-9,-0.1
Cc1ccccc1C(=O)N1CCC(C(=O)NC2CCCC2)CC1,-1.8,1,3,-1,28,0.3,i,5,0.0
Cc1cc(C)n(-c2ccc(NC(=O)C3CCCCN3C(=O)c3ccoc3C)cc2)n1 (stereo unspecified),-1.2,-2,-2,-5,-1,-0.2,-0.4,-3,2.0
O=C1CC2(CCN(C(=O)C3CC(=O)N(c4ccccc4)C3)CC2)Oc2ccccc21 (stereo unspecified),11,-6,13,·,4,-1.8,i,-5,1.0
CC(C)CNC(=O)CCc1c[nH]c2ccccc12,-0.8,7,-6,-2,-1,-0.7,-1.2,-1,·
Clc1cccc(CSc2nc3ccncc3[nH]2)c1,0.0,0,12,1,3,-0.1,0.1,-2,3.1
COC(=O)CCC(=O)Nc1ccc(Cl)c(Cl)c1,-2.6,4,0,0,0,-0.4,i,-1,·
COc1ccc(C2SCC(=O)Nc3c2c(=O)[nH]n3C2CCCCCC2)cc1 (stereo unspecified),-0.1,2,0,1,-6,0.8,-0.3,-14,·
Cc1cc(C(=O)Nc2cccc(C(=O)O)c2)oc1C,0.2,5,-2,0,0,-1.5,i,-7,·
CC(C)n1c(SCC(N)=O)nc2c1c(=O)n(C)c(=O)n2C,0.7,4,11,1,3,0.7,7.1,-6,0.4
Cc1c(C(=O)NNC(=O)c2cccnc2)cccc1[N+](=O)[O-],0.0,-9,1,·,-2,-1.2,0.8,-13,-0.1
O=C(N/N=C/c1cccc(O)c1)c1cc(C2CC2)nc2ccccc12,-7.8,-2,-8,-2,2,-1.1,i,·,0.5
CCOC(=O)Cn1nnnc1C(CC)N(Cc1ccccc1)Cc1cc2cc(C)ccc2[nH]c1=O (stereo unspecified),-0.6,-5,11,-4,-4,0.3,-0.2,-11,·

Quoted at random: 4 records from the list, in no set order.
SMILES,BoNT-A LC inh2,PrPC TRFRET,Yp Topo-I inh,SARS 3CLpro inh,Anthrax LF prot,PfHsp40 rescue,Vc quorum ag,PriA SSB inh,TcdB GH inh
COCc1cccc(-c2csc(C(C)(NC(C)=O)c3ccc(OC)cc3)n2)c1 (stereo unspecified),-0.1,1,11,·,-6,·,-0.6,·,0.0
O=C1CC2(CCN(C(=O)C3CC(=O)N(c4ccccc4)C3)CC2)Oc2ccccc21 (stereo unspecified),11,-6,13,·,4,-1.8,i,-5,1.0
O=C(NCc1ccccn1)c1cc2cc(Br)ccc2oc1=O,-6.0,·,-7,5,-2,-1.1,2.5,6&-20,0.5
CC(C)n1c(SCC(N)=O)nc2c1c(=O)n(C)c(=O)n2C,0.7,4,11,1,3,0.7,7.1,-6,0.4

Continued.
SMILES,BoNT-A LC inh2,PrPC TRFRET,Yp Topo-I inh,SARS 3CLpro inh,Anthrax LF prot,PfHsp40 rescue,Vc quorum ag,PriA SSB inh,TcdB GH inh
CCOc1ccc(N(CC(=O)NCc2ccc(OC)cc2)C(=O)CCC(=O)Nc2nccs2)cc1,?,-6,4,0,?,-0.6,-1.2,-15,2.4
COc1ccc(OC)c(-n2c(=S)[nH]c3cc(C(=O)N(C)Cc4ccccc4)ccc3c2=O)c1,0.5,2,21,4,1,-0.9,-1.0,3,1.8
Cn1cccc1Cc1nnc(SCC(=O)NC2CCCCC2)n1-c1ccc(F)cc1,-0.1,7,0,-1,2,0.4,0.4,-3,-13
COc1ccc(N(C)C(=O)c2ccc3snnc3c2)cc1,-0.2,1,-5,-3,-8,-0.6,-0.6,1,1.6
Cc1ccc(S(=O)(=O)N2CCC(C(=O)OC3CCOC3=O)CC2)cc1C (stereo unspecified),?,-1,-8,·,?,1.1,0.3,-4,1.4
CCOC(=O)c1c(N)sc(C(O)(C(F)(F)F)C(F)(F)F)c1-c1ccc(F)cc1,-0.6,-5,-2,9,8,0.5,-3.1,1,·
COc1ccc(CNC(=O)COC(=O)C2=Cc3ccccc3OC2)cc1,1.0,-2,0,·,7,0.1,-0.8,-2,0.1
Cc1oc2ccc(OCc3ccc(F)cc3Cl)cc2c1C(=O)O,0.2,0,1,7,-1,-0.5,0.6,2,0.3
CC(Oc1ccccc1)c1nnc(N)s1 (stereo unspecified),-0.1,9,5,0,2,-0.4,-0.1,-12,-1.3
O=C(CN1CCCCC1)Nc1cccc(Cl)c1,-0.2,-6,1,-6,0,0.6,-0.6,-15,-0.4
CCCC1CCc2c(sc(NC(=O)OCC)c2C#N)C1 (stereo unspecified),1.3,-2,4,6,-5,1.3,-0.3,0,·
Cc1ccc(Cn2c(=O)n(C)c(=O)c3sccc32)cc1,-8.0,12,-15,-1,0,0.6,i,-3,1.1
O=C1CCCN1CCCNS(=O)(=O)c1cccc(F)c1,-2.7,-2,3,-2,-2,-0.1,-2.9,-2,-3.5
N#Cc1ccc(/C=N/NC(=O)CCc2ccc(S(=O)(=O)N3CCOCC3)cc2)cc1,0.5,3,-4,0,1,-0.5,-0.2,·,·
COc1ccc2[nH]c(C(=O)O)c(NS(=O)(=O)c3ccc(Cl)s3)c2c1,0.1,3,-5,2,-3,0.8,-0.3,-8,·
CCC[C@@H](CN1CCC[C@H]1CN1C(N)=NC[C@H]1CC(C)C)N1C[C@@H]([C@H](C)CC)N(CCCC2CCCC2)C1=N,0.1,-5,8,·,-1,0.6,i,-1,1.5
COc1cc(N)n(S(=O)(=O)c2ccc(C)cc2)n1,-0.4,12,7,3,2,7.9,i,-21,0.2
O=c1cc(CSc2nnc(Nc3ccccc3F)s2)nc2sccn12,-0.3,6,4,2,-1,-0.9,-0.2,-22,4.5
COc1ccc(-c2ccc(C(=O)NCC(C)C)c3occc23)c(C)c1,-0.1,7,28,·,-4,·,-0.7,·,2.0
CC(c1cccs1)N(Cc1ccco1)C(=O)Nc1ccc(Cl)c(Cl)c1 (stereo unspecified),-2.8,12,16,7,-5,2.6,-1.7,-18,·
CCN(CC)c1ccc(NC(=O)CN2C(=O)CC(C)(C)S(=O)(=O)c3ccccc32)c(C)c1,0.9,4,18,2,5,-0.3,-0.2,-9,0.5
CCOC(=O)c1ccc(N2C(=O)CC(N3CCN(Cc4ccccc4)CC3)C2=O)cc1 (stereo unspecified),-0.1,1,1,-1,-6,-0.2,i,-28,·
Cc1ccc(C)c(OCC(=O)NCCN(C)C)c1,-0.1,-1,-3,7,1,-0.5,i,-11,·
CC1=C(C(=O)N2CCOCC2)CC(CC(=O)NC(c2ccccc2)c2ccccc2)C(=O)N1CCCN1CCCC1=O (stereo unspecified),-0.2,-3,4,·,-2,·,-0.2,·,0.2
CCc1ccc(CN(C)C(=O)CCc2nnc(Cc3cccc(C)c3)o2)nc1,-0.7,-8,4,4,-2,0.3,i,-5,1.2

Values run as follows: BoNT-A LC inh2 | PrPC TRFRET | Yp Topo-I inh | SARS 3CLpro inh | Anthrax LF prot | PfHsp40 rescue | Vc quorum ag | PriA SSB inh | TcdB GH inh
CSCCC(NC(=O)c1ccccc1)C(=O)OCC(=O)Nc1ccc(C)c(Cl)c1 (stereo unspecified)
 : -1.1 | 4 | 9 | 3 | -6 | 0.1 | -0.5 | -16 | ·
N#CC1=C(SCC(=O)Nc2ccc(C(=O)O)cc2)NC(=O)CC1c1ccco1 (stereo unspecified)
 : -1.9 | 3 | -2 | 3 | -2 | -1.0 | 0.4 | -11 | 1.0
Cc1ccsc1C(=O)OCC(=O)NCCc1ccccc1
 : 0.2 | -2 | 6 | · | -6 | -2.6 | -0.8 | -20 | 0.4
CCCCN(C)C(=O)c1cccc(OC2CCN(CC(C)(C)C)CC2)c1
 : 1.3 | -5 | 6 | 1 | -4 | -0.5 | -0.4 | -8 | 1.5
Cc1nn2c(=O)cc(COC(=O)c3ccc(NC(=O)C(C)(C)C)cc3)nc2s1
 : 2.0 | 6 | -3 | -1 | 0 | 0.0 | -2.6 | -15 | 1.1
Cc1cc(C)n(-c2c(F)c(F)c(CO)c(F)c2F)n1
 : -1.2 | 1 | 1 | 4 | -6 | -0.5 | -2.0 | -2 | ·
CCc1ccc(N2CC(C(=O)Nc3cccc(S(=O)(=O)N4CCCC4)c3)CC2=O)cc1 (stereo unspecified)
 : · | 6 | 8 | · | · | 0.7 | -5.6 | -2 | -2.5
O=C(c1ccc(Cl)cc1[N+](=O)[O-])N1CCN(c2ccccn2)CC1
 : 0.6 | -31 | -7 | 3 | -1 | 0.6 | -0.5 | 0 | ·
Cc1ccc(CNC(=S)Nc2ccc(C)c([N+](=O)[O-])c2)cc1
 : -0.8 | 2 | 6 | -1 | -3 | 0.1 | -0.3 | 4 | ·
Cc1ccc(C)c(NC(=O)CSc2nnc(CNC(=O)c3ccco3)o2)c1
 : 2.1 | -3 | 5 | 3 | -2 | -0.1 | -0.5 | 8 | 1.9

Assay outcomes from PubChem BioAssay.

A portion of the library; the hit share may differ from the screen's.
